# Cardiac RTF inh = cardiac RTF calcium sensitivity inhibitors, primary screen, biochemical, IANBD-TnC fluorescence, EC70 calcium; Troponin I, cardiac muscle (Homo sapiens) + Troponin T, cardiac muscle (Homo sapiens) + …; IANBD-labeled cardiac RTF, Ca2+ fluorescence; inhibition, % at 7.15 µM; 340,000 compounds, 0.12% hits;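 active means inhibition above the mean inhibition of all tested compounds plus 3 SD, cut at about 17% in these data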;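 further: assay run at fixed EC70 calcium of 1.6 mM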
# MOR-DOR inv ag = inverse agonists of MOR-DOR heterodimerization, primary screen, cell-based, luminescence; Mu-type opioid receptor (Homo sapiens) + Delta-type opioid receptor (Homo sapiens), …; inhibition, % at 9.3 µM; 340,000 compounds, 0.21% hits; AID 504357, 2011; cell-based MOR-DOR heterodimer luminescence, inverse agonism; in the data active means inhibition above about 22%, passing the limit was not always enough;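 further: 0% = cells with DMSO and 100% = wells without cells with DMSO; values of inactives mirror those of a sister screen read the other way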
# CAL PDZ FP = untagged CAL PDZ binding inhibitors, primary screen, biochemical, fluorescence polarization, HTS. purified CAL PDZ, TMR-peptide fluorescence polarization, 1 h. inhibition, % at 24.9 µM. 300,000 compounds, 0.92% hits. AID 602252, 2012;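 active means mean inhibition of at least 30% with at least half of replicates also reaching 30%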;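 further: 0% = DMSO neutral control and 100% = excess unlabeled competitor peptide PRC23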
# C-LANA FP = inhibitors of KSHV C-LANA binding to DNA, primary screen, biochemical, fluorescence polarization, FAM-LBS DNA, MBP-C-LANA, single point; 340,000 compounds, 0.078% hits; inhibition, % at 9 µM; Kaposi's sarcoma herpesvirus LANA C-terminal domain (residues 932-1162) DNA binding; AID 504423, 2011;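 active means highest replicate inhibition at or above 60% at 9 µM, even if other replicates fall short; inactive means all replicates below 60% inhibition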;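 further: 0% = neutral control wells and 100% = 4 µM acridine orange control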
# HTR5A ag = HTR5A agonists in luminescence cell assay, primary screen, counter-screen for OPRM1-OPRD1 heterodimer agonist project, full-deck HTS; 5-hydroxytryptamine receptor 5A (Homo sapiens), P47898; AID 504692, 2011; activation, % at 9.3 µM; 340,000 compounds, 0.61% hits; cell-based; in the data active means activation mostly above about 9.5%, no sharp cut-off; inactive means mostly below about 7.6%;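 further: 0% = cells with vehicle only and 100% = reference agonist; strong numbers were not always called active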
# Target sequence (P47898 whole entry, looked up): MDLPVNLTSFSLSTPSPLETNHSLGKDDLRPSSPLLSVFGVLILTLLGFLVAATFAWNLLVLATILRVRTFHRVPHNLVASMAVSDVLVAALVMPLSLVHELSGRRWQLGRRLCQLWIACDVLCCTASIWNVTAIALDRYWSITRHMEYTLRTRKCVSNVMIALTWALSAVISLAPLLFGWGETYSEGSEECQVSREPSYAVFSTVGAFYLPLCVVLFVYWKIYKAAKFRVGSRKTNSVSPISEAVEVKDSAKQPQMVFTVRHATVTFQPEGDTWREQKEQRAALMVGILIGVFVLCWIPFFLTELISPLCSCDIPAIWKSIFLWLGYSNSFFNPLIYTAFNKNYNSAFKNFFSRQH
# OPRM1-OPRD1 ag = agonists of OPRM1-OPRD1 heterodimerization, primary screen, cell-based, luminescence | AID 504326, 2011 | 340,000 compounds, 0.3% hits | cells | activation, % at 9.3 µM | Mu-type opioid receptor (Homo sapiens) + Delta-type opioid receptor (Homo sapiens), …; in the data active means activation above about 18%;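 further: 0% = vehicle-treated cells and 100% = reference agonist; values of inactives mirror those of a sister screen read the other way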
# HTR5A inv ctr = HTR5A inverse agonists in luminescence cell assay, primary screen, counter-screen for OPRM1-OPRD1 heterodimer inverse agonist project, full-deck HTS; inhibition, % at 9.3 µM; AID 504634, 2011; 5-hydroxytryptamine receptor 5A (Homo sapiens), P47898; HTR5A cell line, inverse agonism; 340,000 compounds, 0.083% hits; in the data active means inhibition mostly above about 23%, no sharp cut-off; inactive means mostly below about 18%;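 further: 0% = cells with DMSO and 100% = no-cell wells with DMSO; some compounds called inactive have numbers as strong as hits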
# Keap1-Nrf2 PPI = Keap1-Nrf2 protein-protein interaction inhibitors, primary screen, biochemical, fluorescence polarization, single point. Keap1 Kelch-Nrf2 peptide fluorescence polarization, 1536-well. 340,000 compounds, 0.15% hits. inhibition, % at 9.4 µM. Kelch-like ECH-associated protein 1 (Homo sapiens), Q14145; in the data active means inhibition above about 12%;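 further: human Keap1 Kelch domain with fluorescein labeled Nrf2 9mer peptide probe; 0% = neutral control wells and 100% = peptide positive control; higher means more block of Keap1 binding to Nrf2 peptide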
# Target sequence (Q14145 whole entry, looked up, the tested form may be a part): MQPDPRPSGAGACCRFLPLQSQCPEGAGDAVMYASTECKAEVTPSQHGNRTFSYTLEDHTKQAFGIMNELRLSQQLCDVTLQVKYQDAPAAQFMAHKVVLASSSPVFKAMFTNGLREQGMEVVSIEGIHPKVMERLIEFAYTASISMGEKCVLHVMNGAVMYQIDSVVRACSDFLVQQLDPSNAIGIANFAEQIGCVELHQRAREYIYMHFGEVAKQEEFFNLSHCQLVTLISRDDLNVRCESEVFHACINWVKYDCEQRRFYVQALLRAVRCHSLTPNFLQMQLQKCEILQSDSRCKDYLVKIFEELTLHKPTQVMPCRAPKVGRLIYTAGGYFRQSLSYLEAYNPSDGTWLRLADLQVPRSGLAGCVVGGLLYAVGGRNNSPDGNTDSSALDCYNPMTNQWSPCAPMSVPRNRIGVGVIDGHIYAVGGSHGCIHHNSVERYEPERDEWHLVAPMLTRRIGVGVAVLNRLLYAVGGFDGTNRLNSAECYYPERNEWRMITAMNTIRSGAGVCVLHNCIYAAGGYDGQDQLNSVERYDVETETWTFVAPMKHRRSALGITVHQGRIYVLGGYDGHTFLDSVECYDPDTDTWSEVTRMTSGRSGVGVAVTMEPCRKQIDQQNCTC
# V-ATPase pHluor = regulators of yeast V-ATPase proton pumping, primary screen, pHLuorin cytosolic pH fluorescence | S. cerevisiae | response, % at 10 µM | 350,000 compounds, 0.37% hits | AID 504577, 2011; in the data active means response mostly above about 7.3%, no sharp cut-off; inactive means mostly below about 5.4%; further: actives read high; inactives centre near 0; some compounds called inactive have numbers as strong as hits; reference of the scale not given here
# cardiac RTF act = cardiac RTF calcium sensitivity activators, primary screen, biochemical, IANBD-TnC fluorescence, EC20 calcium | Troponin I, cardiac muscle (Homo sapiens) + Troponin T, cardiac muscle (Homo sapiens) + … | IANBD-labeled TnC RTF fluorescence at EC20 calcium; 0% EC20 calcium, 100% full calcium | activation, % at 7.2 µM | 340,000 compounds, 0.24% hits | AID 493008, 2010;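 active means activation above the mean over all tested compounds plus 3 SD, cut at about 30% in these data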;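 further: rise in fluorescence read as greater calcium sensitivity of cardiac thin filaments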
# Active calls of the source: *; nt = not tested or not shown. Compounds were not picked by outcome; 2.8% or so of the library scored in one or more.
SMILES,Cardiac RTF inh,MOR-DOR inv ag,CAL PDZ FP,C-LANA FP,HTR5A ag,OPRM1-OPRD1 ag,HTR5A inv ctr,Keap1-Nrf2 PPI,V-ATPase pHluor,cardiac RTF act
CC1C/C(=N\NC(=S)NC(C)C)CC(C)(C)C1 (configuration not stated),9,-1,-1,-0.3,4,0.2,-28,-1,2,2
COc1ccc(NC(=O)CS(=O)(=O)c2ccc(C)cc2)c(OC)c1,-18,-4,-5,-0.4,2,0.8,-8,2,-2,-1
COc1ccc(Cl)cc1NC(=O)NCCCl,-4,11,-1,-1.9,1,-1.9,6,4,3,1
O=[N+]([O-])c1ccc(Oc2cccnc2)nc1,-10,8,-3,1.8,-1,-1.5,-25,-3,2,5
CN1CCC(NC(=O)c2ccncc2)CC1,3,17,1,-1.6,-1,-3.5,3,-1,5,0
O=C(N1CCCCC1)C1(c2ccccc2)CCCCC1,-8,-11,-4,1.0,3,2.3,-11,-3,1,-3
Cc1cc(C)nc(OC(C(=O)O)C(OCCc2ccccc2)(c2ccccc2)c2ccccc2)n1 (configuration not stated),0,2,-9,0.0,-1,-0.5,3,-3,-3,-6
COc1ccccc1N1C(=O)c2cccc3c(N(C)CCO)ccc(c23)C1=O,-63,2,nt,48,-5,-0.4,-47,10,-12,52*
Cc1cccc(N(CC(=O)NC(C)(C)C)C(=O)CCC(=O)Nc2ccccn2)c1,-11,-4,-10,1.0,5,0.9,-13,-4,0,1
O=[N+]([O-])c1cc(Cl)ccc1Sc1ccccn1,-3,10,-3,0.2,5,-1.9,-20,2,1,-4
CCCCC(CC)COP(=O)(OCC(CC)CCCC)OCC(CC)CCCC (configuration not stated),-3,8,1,-1.9,3,-1.5,-13,4,-4,-1
O=C(NCCc1ccccc1)c1ccc(NC(=O)C2CC2)cc1,-6,15,59*,3.1,3,-3.3,-13,-5,0,-2
O=C(Nc1cccc2ncccc12)c1ccc(OCc2ccccc2)cc1,-3,-21,nt,-2.6,7,3.9,-14,-4,0,6
Cc1ncsc1C(=O)NCc1ccc(N2CCCC2=O)cc1,0,-11,-2,2.0,-3,2.1,-15,-3,0,-10
CC(=Nc1ccccc1)C1=C(O)CC(C)(C)CC1=O,-4,16,0,0.8,10,-3.1,1,4,1,0
Cc1ccc(S(=O)(=O)NN2C(=O)/C(=C/c3ccc(F)cc3)SC2=S)cc1,6,12,3,-9.4,2,-2.4,-7,-2,-1,-3
O=c1[nH]c(C2CCCN(S(=O)(=O)c3cccc(Cl)c3)C2)nc2c1nnn2Cc1ccc2c(c1)OCCO2 (configuration not stated),-2,-2,7,1.1,1,0.3,3,-1,-1,5
Cc1ccc(C(=O)NC(=S)NNS(=O)(=O)c2ccc(C)cc2)cc1,-4,13,nt,-0.6,2,-2.4,-9,-6,1,-6
O=C(Nc1ccccc1)Nc1nnc(CSCc2ccccc2Cl)s1,-9,-10,-5,1.7,10,2.1,-22,-2,3,9
COc1ccccc1NS(=O)(=O)c1cccc(C(=O)N/N=C/c2ccc(N3CCOCC3)cc2)c1,8,17,4,5.9,2,-3.2,15,8,1,2
Nc1ncnc(Nc2ccc(F)cc2)n1,-5,13,-3,0.7,0,-2.5,-23,-2,-2,0
CCn1c(N)c(C(N)=O)sc1=S,-22,13,-1,1.8,-3,-2.4,9,-3,-8,7
COCCCNC(=O)CN1CCN(Cc2ccc(Cl)cc2)C1=O,1,5,nt,-0.3,5,-0.9,-14,-4,0,-1
CC(=O)Nc1ccc(C(=O)OCC(=O)N(C)C2CCCCC2)cc1,0,-5,-2,-0.2,2,1.0,-4,-3,3,4
CN1C(=O)CC(c2ccco2)Sc2ccccc21 (configuration not stated),-8,9,nt,0.8,0,-1.5,-20,-5,2,4

# Following part:
SMILES,Cardiac RTF inh,MOR-DOR inv ag,CAL PDZ FP,C-LANA FP,HTR5A ag,OPRM1-OPRD1 ag,HTR5A inv ctr,Keap1-Nrf2 PPI,V-ATPase pHluor,cardiac RTF act
CN(c1ccccc1)S(=O)(=O)c1cccc(C(=O)NC2CC(C)(C)NC(C)(C)C2)c1,-9,-1,0,-1.6,5,0.2,-13,-4,3,2
O=C(O)CCc1nn2cnc3sc4c(c3c2nc1=O)CCCC4,1,3,nt,-1.7,-2,-0.6,-2,-3,2,0
CCCn1nc(C(=O)N2CCCc3ccccc32)c2ccccc2c1=O,3,5,-9,0.1,11,-0.9,-4,-1,-2,1
C=CCNC(=O)c1onc(CCl)c1C(=O)OC,-20,4,-3,-2.9,-5,-0.8,13,1,-1,1
COc1ccc2c(C)cc(SCn3nnc4ccccc4c3=O)nc2c1,-5,-6,1,2.8,2,1.1,-29,-5,2,2
CC1CCc2nc(NC(=O)c3cc(C(C)(C)C)nn3C)sc2C1 (configuration not stated),-7,17,1,-3.1,7,-3.1,-18,-1,-4,1
S=C(Cc1ccccc1)Nc1ccccc1,0,6,nt,-2.4,1,-1.3,-5,1,-3,-3
Cc1cccc(NC(=S)NC(=O)/C=C/c2ccccc2)n1,-5,-25,-4,0.8,-1,4.9,1,-1,0,5
COCCN(C(=O)c1c(C)noc1C)c1c(N)n(CC(C)C)c(=O)[nH]c1=O,-4,1,-5,-1.2,15,-0.3,-41,-2,-2,0
COc1cc(NC(=O)CCn2c(=S)oc3ccccc32)cc(OC)c1OC,0,9,-2,-1.8,1,-2.0,-3,-3,2,-7
Cc1onc(-c2ccccc2)c1C(=O)Nc1cccnc1,2,11,-3,-0.5,-7,-1.9,-23,0,2,-4
O=c1oc2ccccc2c(N2CCOCC2)c1[N+](=O)[O-],-2,-2,1,1.2,8,0.4,-6,-5,2,8
O=C(CSc1nc(=O)n2ccccc2n1)NCc1ccccc1,-4,3,-1,1.5,-1,-0.5,2,-1,-6,-1
COc1ccc(-n2nc(C(=O)NCC(=O)NC3CCCC(C)C3C)c3ccccc3c2=O)cc1 (configuration not stated),1,-4,nt,0.3,1,0.5,-3,1,-4,-1
CC(=O)Nc1ccc(NC(=O)CCC(=O)OCC(=O)c2ccc(C)c([N+](=O)[O-])c2)cc1,1,57*,-4,-1.1,-8,-11,21*,-3,0,1
COc1ccc(NC(=O)COc2ccc(C(=O)NCc3cccnc3)cc2OC)cc1,-5,12,-3,0.6,-6,-2.9,16,3,-2,-1
CC1CC(C)CN(C2CCN(Cc3cccnc3)CC2)C1 (configuration not stated),-9,7,-5,-0.2,3,-1.3,-7,-8,4,2
Cc1occc1C(=O)N1CCN(c2ccc(Cl)c(Cl)c2)CC1,0,2,-2,-0.6,0,-0.3,-26,-5,-2,2
Cc1c(NC(=O)COC(=O)c2cc(-c3ccc(-c4ccccc4)cc3)nc3ccccc23)c(=O)n(-c2ccccc2)n1C,-20,-5,0,0.4,6,1.0,-21,0,-1,3
Clc1ccccc1-c1csc(Nc2cccnc2)n1,2,16,nt,0.7,-7,-3.1,-7,-2,-1,-7
COc1cccc(OC)c1C(=O)Nc1ccc(N2CCCC2)cc1,1,12,-2,0.6,4,-2.3,-15,-6,nt,2
Cc1cc(C)nc(SC2CCOC2=O)n1 (configuration not stated),0,17,-5,-0.4,-3,-4.0,7,3,-2,-4
Cc1ccc(N2CCN(S(=O)(=O)c3c(C)noc3C)CC2C)cc1 (configuration not stated),2,-29,-2,0.5,-2,5.5,7,-1,-1,-5
O=C(Nc1ccc(Cl)c(Cl)c1)c1ccccc1NC(=O)C1CC=CCC1C(=O)O (configuration not stated),-10,7,-4,-0.1,1,-1.1,-3,1,-2,-1
COC(=O)C1C(=O)C=C(Nc2ccc(F)cc2F)CC1c1ccccc1 (configuration not stated),-4,2,-5,0.6,-3,-0.3,22,3,1,-6

# (list continues)
SMILES,Cardiac RTF inh,MOR-DOR inv ag,CAL PDZ FP,C-LANA FP,HTR5A ag,OPRM1-OPRD1 ag,HTR5A inv ctr,Keap1-Nrf2 PPI,V-ATPase pHluor,cardiac RTF act
COc1ccc(S(=O)(=O)N(C)c2ccc(C(=O)NC3CC3)cc2)cc1,-2,9,nt,0.5,5,-1.6,-13,-4,2,3
Cc1ccc(C)c(NC(=S)NNC(=O)c2ccc(Br)o2)c1,-9,9,nt,1.7,1,-1.5,-11,-5,3,2
COc1cc(C(=S)N2CCOCC2)ccc1OS(=O)(=O)c1ccc(NC(C)=O)cc1,-9,15,-2,0.5,1,-3.1,-16,1,-2,1
Nc1[nH]ncc1-c1ccc(Cl)cc1,-8,3,-3,34,-3,-0.6,9,-1,4,5
Cc1nc2ccccc2n1Cc1ccc(Br)cc1,-7,1,nt,-1.5,-3,-0.2,-6,4,-1,3
CN1CCC(N(C)C(=O)c2ccc(Cl)c(S(=O)(=O)Nc3cc(Cl)ccc3Cl)c2)CC1,-14,14,1,-1.7,4,-3.6,-1,4,2,-2
COCCn1c(SC(C)C(=O)NCC2CCCO2)nc2sc3c(c2c1=O)CCC3 (configuration not stated),4,7,-4,0.1,-2,-1.0,5,-2,-1,-11
COc1ccc(C2C(C#N)=C(N)Oc3cc(O)ccc32)cc1 (configuration not stated),4,17,0,0.7,-2,-3.1,-7,2,-1,-2
Cc1ccc(CC2S/C(=C(/C#N)C(=O)N3CCOCC3)N(c3ccccc3)C2=O)cc1 (configuration not stated),-5,7,0,1.0,0,-1.5,0,-6,0,14
Nc1ccccc1SCc1csc(-c2ccc(Cl)cc2)n1,-2,-13,-1,1.7,-3,2.5,12,-7,-1,1
CC1CCCCC12NC(=O)N(CC(=O)NCCc1ccccn1)C2=O (configuration not stated),-6,12,-7,-1.9,-1,-2.2,2,0,4,7
CCOc1ccc2nc(NC(=O)c3cccnc3)sc2c1,-9,6,1,-0.1,2,-1.1,22,-3,-3,-1
O=C(C[n+]1ccc(CCSc2ccc(F)cc2)cc1)c1ccccc1,-3,-3,-9,-14,4,0.4,-10,-11,1,0
CC(C)c1noc2ncc(C(=O)c3cc(Cl)cc(Cl)c3O)cc12,-3,5,-3,1.2,0,-0.8,-11,1,nt,1
C=CCc1ccc(OCC(O)CO)c(OC)c1 (configuration not stated),-10,16,-4,-0.8,-7,-2.6,18,-6,-1,9
COc1cccc(OCC(=O)O/N=C(\N)c2ccc(OC)c(OC)c2)c1,-1,4,-2,1.8,2,-0.8,17,1,0,-3
CN(C)C(=O)C[n+]1cccc(/C=N/O)c1,-7,21,-4,3.1,0,-4.3,0,-2,2,10
CCCCN(C(=O)CSc1nncn1-c1ccccc1OC)c1c(N)n(Cc2ccccc2)c(=O)[nH]c1=O,-1,10,-4,0.5,-1,-1.8,0,-6,0,-4
